aGal spleen mod: alpha-galactosidase A (human) modulation | human spleen homogenate, 4MU-alpha-Gal fluorescence, 40 min | Potency, µM (top dose mostly 80 µM), for inactives: at the top dose activity change, negative = inhibition, actives largely listed as inhibitors | 0.008% of 240,000 active | AID 2107;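 also: 0% = enzyme with vehicle and -100% = no enzyme basal signal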
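Human spleen homogenate (1 ug) as enzyme source, 4-methylumbelliferyl-alpha-D-galactopyranoside 1 mM final, citrate/phosphate pH 5.0 with 0.01% Tween-20. Compounds 40 min at 37C, NaOH/glycine stop; fluorescence Ex 365/Em 440, Hill-fit AC50.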
TexasRed fluor: alters Texas Red total fluorescence, flagging assay interference; 0.29% of 280,000 active; Potency, µM (series often up to 106 µM), for the others: at the top dose fluorescence change, negative = quenching; TRb/SRC2 Texas Red total fluorescence interference; active = well fitted curve in either direction with a large enough effect; inconclusive = small, poorly fitted or top-dose-only effect
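Human TRβ ligand-binding domain (0.6 uM) and Texas Red SRC2 peptide (20 nM) in Tris buffer with 1 uM T3 and 5% DMSO were incubated with pinned compound for 5 hr at ambient temperature. Total fluorescence was computed as S + 2P (555/632 nm).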
Tau fluor counter: counter-screen for tau fibril formation inhibitors | 0.93% of 280,000 active | tau K18 P301L Alexa594 fluorescence, heparin fibrillization | Potency, µM (top dose mostly 57.7 µM), for inactives: top-dose activity change, negative = decrease; also: nearly all actives have a fitted effect of over 55% in size
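Human K18 P301L tau (15 uM unlabeled plus 0.24 uM Alexa 594-labeled, final) in 100 mM sodium acetate pH 7 was mixed with compound and 20 uM heparin and incubated 6 hr at 37 C.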
Tau fibril FP: inhibitors of human tau fibril formation; K18 P301L tau heparin fibrillization, Alexa594 FP, 6 h; Potency, µM (highest dose often 57.7 µM), inactives show at the top dose activity, negative = inhibition, actives largely listed as inhibitors; 0.39% of 280,000 active; AID 1468; also: nearly all actives have a fitted effect of over 55% in size
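Recombinant K18 P301L […], labeled with Alexa 594 at 0.24 uM over 15 uM unlabeled; heparin inducer 20 uM final; 37 C, 6 hr; FP endpoint.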
Tau ThT inhib: blocks human tau fibril formation measured by thioflavin T | recombinant tau K18 P301L (four-repeat tau fragment), heparin-induced fibrillization, ThT fluorescence | Potency, µM (doses to about 57.4 µM), inactives show top-dose activity, negative = inhibition, actives largely listed as inhibitors | 2.1% of 270,000 active | P10636; also: nearly all actives have a fitted effect of over 55% in size
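Heparin-induced (20 uM) aggregation of recombinant human K18 P301L tau, 15 uM unlabeled with 0.24 uM labeled, pH 7 acetate buffer, 6 hr at 37 C with compound. Fibrils quantified by 30 uM ThT fluorescence after 1 hr ambient incubation.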
L3MBTL1 block: blocks human L3MBTL1; 0.66% of 230,000 active; Potency, µM (highest dose often 57.1 µM), without a hit: at the top dose activity, negative = inhibition, usual class: inhibitors; AID 485360; AlphaScreen L3MBTL1–H3K9me1 peptide binding; Q9Y468; also: nearly all actives have a fitted effect of over 60% in size
Target sequence (Q9Y468 whole entry, looked up): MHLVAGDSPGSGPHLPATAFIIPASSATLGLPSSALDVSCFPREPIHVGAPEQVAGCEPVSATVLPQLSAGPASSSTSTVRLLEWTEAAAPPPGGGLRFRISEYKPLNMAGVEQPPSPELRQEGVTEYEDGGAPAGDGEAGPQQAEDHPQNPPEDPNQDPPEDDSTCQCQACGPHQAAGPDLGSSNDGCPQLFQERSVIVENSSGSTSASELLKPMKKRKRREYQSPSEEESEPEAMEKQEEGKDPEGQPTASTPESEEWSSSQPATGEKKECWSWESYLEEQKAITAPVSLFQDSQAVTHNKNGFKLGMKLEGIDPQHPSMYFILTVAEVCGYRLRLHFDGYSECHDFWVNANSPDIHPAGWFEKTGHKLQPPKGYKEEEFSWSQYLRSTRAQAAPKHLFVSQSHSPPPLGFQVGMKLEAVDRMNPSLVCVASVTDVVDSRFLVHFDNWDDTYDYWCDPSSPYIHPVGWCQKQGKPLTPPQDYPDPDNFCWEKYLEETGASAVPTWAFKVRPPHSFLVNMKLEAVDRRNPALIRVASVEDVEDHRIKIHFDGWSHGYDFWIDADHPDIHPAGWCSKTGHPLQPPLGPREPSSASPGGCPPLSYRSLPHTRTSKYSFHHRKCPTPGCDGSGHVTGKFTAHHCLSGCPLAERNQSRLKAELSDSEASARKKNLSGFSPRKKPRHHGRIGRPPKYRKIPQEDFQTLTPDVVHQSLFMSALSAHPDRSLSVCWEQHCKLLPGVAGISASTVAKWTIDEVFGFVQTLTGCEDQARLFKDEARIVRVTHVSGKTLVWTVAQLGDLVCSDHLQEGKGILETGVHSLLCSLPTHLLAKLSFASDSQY
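Displacement of a biotinylated histone H3(1-15) peptide monomethylated at Lys9 (75 nM) from L3MBTL1 (50 nM) was measured by AlphaScreen after a 30 min room-temperature compound incubation; cefsulodin titration served as intraplate control.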
ALDH1A1 inh: ALDH1A1 (human) enzyme inhibition; 7.3% of 220,000 active; Potency, µM (doses to about 75.3 µM), for the others: at the top dose activity, negative = inhibition, usual class: inhibitors; P00352; Purified ALDH1A1, NADH fluorescence, propionaldehyde substrate; active = well fitted inhibition curve with a large enough effect, not every such curve was filed as active; inconclusive = small, poorly fitted or top-dose-only effect, or another doubt; inactive = no such curve, though single readings can be large or run the other way;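 also: plate controls were no enzyme wells and a reference inhibitor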
TRb SRC2 PPI: disrupts binding of human TR beta to SRC2; TRbeta-SRC2 peptide binding, fluorescence polarization; receptor liganded with 1 µM T3; Potency, µM (top dose mostly 106 µM), without a hit: at the highest dose activity change, negative = inhibition, actives largely listed as inhibitors; 0.065% of 280,000 active; AID 1469;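 also: plate controls were bound peptide for no effect and peptide without receptor for full effect; nearly all actives have a fitted effect of over 50% in size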
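TRb LBD 0.6 uM + Texas Red SRC2 peptide 20 nM, 1 uM T3, Tris buffer w/ 5% DMSO; compound pinned, 5 h RT; FP read ex 555/em 632; normalized to unbound and bound controls.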
* hit, by the source's call; ? = inconclusive; / = not tested or not shown; [ ] = another dose, or the depositor's remark. Unless noted, calls follow the shape of the dose curve; as a rule, active = well fitted curve in the direction sought with a large enough effect; inconclusive = small, poorly fitted or top-dose-only effect, or another doubt; inactive = no such curve, though single readings can be large; an effect the other way counts as inactive or inconclusive. Unless noted, % is scaled to controls: 0 for no effect and ±100 for the full control effect; potency is read from the fitted curve at half-maximal effect.

cpd	structure	aGal spleen mod	TexasRed fluor	Tau fluor counter	Tau fibril FP
1	COc1cc(CN2C(=O)C(NC(=O)c3ccco3)(C(F)(F)F)C3=C2CC(C)(C)CC3=O)cc(OC)c1 (stereo unspecified)	3.0%	1.2%	-16.6%	0.1%
2	Oc1ccccc1C1=Nc2ccccc2N=C(c2cccs2)C1	2.5%	1.3%	-29.7%	?
3	COc1ccc(N(C(C)C(=O)N/N=C/c2cccnc2)S(C)(=O)=O)cc1 (stereo unspecified)	2.6%	4.3%	-0.1%	-0.8%
4	CN(C)c1ccc(/C=N\NC(=O)c2csnn2)cc1	6.2%	-4.1%	-19.4%	?
5	COc1ccc(NC(=O)ON=C2c3ccccc3-c3ccccc32)cc1	-2.4%	-6.9%	-9.0%	4.1%
6	Cc1ccc(C(c2nnnn2CS(=O)(=O)c2ccc(C)cc2)N2CCC(C(N)=O)CC2)cc1 (stereo unspecified)	-3.1%	3.3%	-0.4%	-0.3%
7	CCc1cc2cc3c(cc2nc1SCC(=O)Nc1cc(C)on1)OCO3	-6.6%	3.1%	0.4%	8.0%
8	Cc1occc1C(=O)N/N=C/c1ccccc1[N+](=O)[O-]	-4.8%	-0.8%	0.4%	-0.3%
9	Cc1sc2ncnc(Sc3ccccc3C(=O)Nc3ccc(C#N)cc3)c2c1C	-16.3%	1.2%	?	?
10	Cc1sc2nc(C(C)(C)C)oc(=O)c2c1C	5.7%	-0.5%	-7.8%	-5.1%
11	COC(=O)c1sc(NC(=O)CSc2nncs2)c(C(=O)OC)c1C	1.0%	0.4%	-17.2%	6.1%
12	CC(C)Cn1c(CN2CCN(c3cccc(Cl)c3)CC2)nc2c1c(=O)[nH]c(=O)n2C	/	0.3%	6.3%	11.5%
13	COCCc1nn2c(=O)cc(COC(=O)c3ccc(OC)c(OC)c3)nc2s1	/	-2.7%	3.8%	-3.9%
14	CC(C)Oc1ccc(C(=O)NCC(=O)O)cc1	0.6%	-3.1%	-7.0%	-6.6%
15	Cc1ccc(NS(=O)(=O)c2cccc(C(=O)NCC3(N(C)C)CCCCC3)c2)cc1	-2.6%	0.7%	-7.2%	-9.0%

cpd	Tau ThT inhib	L3MBTL1 block	ALDH1A1 inh	TRb SRC2 PPI
1	-16.3%	/	3.2%	-21.8%
2	-7.3%	34.8%[activator]	0.1%	-2.2%
3	0.8%	/	13.5%	-4.0%
4	?	-3.4%	1µM*	2.1%
5	-9.2%	33.0%[activator]	-12.7%	-4.4%
6	-3.2%	38.4%[activator]	3.1%	-19.8%
7	0.6%	/	2.4%	-15.5%
8	-3.2%	-1.9%	/	3.3%
9	?	-17.8%	-15.6%	1.2%
10	-5.2%	/	-1.7%	-6.6%
11	-14.6%	-1.1%	?	13.2%
12	2.2%	/	/	-7.8%
13	-12.7%	/	/	-0.5%
14	-6.3%	8.5%	/	1.0%
15	-1.6%	10.3%	7.5%	-10.5%

One compound at a time (already shown). Order of values: aGal spleen mod	TexasRed fluor	Tau fluor counter	Tau fibril FP	Tau ThT inhib	L3MBTL1 block	ALDH1A1 inh	TRb SRC2 PPI
`COc1cc(CN2C(=O)C(NC(=O)c3ccco3)(C(F)(F)F)C3=C2CC(C)(C)CC3=O)cc(OC)c1` (stereo unspecified) in the list: 3.0%	1.2%	-16.6%	0.1%	-16.3%	/	3.2%	-21.8%
`Cc1ccc(NS(=O)(=O)c2cccc(C(=O)NCC3(N(C)C)CCCCC3)c2)cc1` in the list: -2.6%	0.7%	-7.2%	-9.0%	-1.6%	10.3%	7.5%	-10.5%
`COCCc1nn2c(=O)cc(COC(=O)c3ccc(OC)c(OC)c3)nc2s1` in the list: /	-2.7%	3.8%	-3.9%	-12.7%	/	/	-0.5%

3 compounds from above with just L3MBTL1 block, TexasRed fluor and aGal spleen mod:
no.	compound	L3MBTL1 block	TexasRed fluor	aGal spleen mod
6	Cc1ccc(C(c2nnnn2CS(=O)(=O)c2ccc(C)cc2)N2CCC(C(N)=O)CC2)cc1 (stereo unspecified)	38.4%[activator]	3.3%	-3.1%
7	CCc1cc2cc3c(cc2nc1SCC(=O)Nc1cc(C)on1)OCO3	/	3.1%	-6.6%
8	Cc1occc1C(=O)N/N=C/c1ccccc1[N+](=O)[O-]	-1.9%	-0.8%	-4.8%

Screens as filed in PubChem.
